Compound activity: PubChem BioAssay, Johns Hopkins Ion Channel Center
KCNQ1 block: inhibitors of human KCNQ1 potassium channel. B-score at 10 µM. P51787. CHO-K1 KCNQ1, FluxOR thallium flux fluorescence; active compounds read high. 310,000 tested, 1.3% active;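 active means compounds whose thallium flux B-score, printed positive for inhibition, exceeds three library SD while starting fluorescence stays within three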;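 further: channel opened by potassium depolarization with thallium stimulus after 20 min compound exposure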
KCNK3 inh: human KCNK3 channel inhibition, primary screen. O14649. CHO-KCNK3 thallium flux, FluxOR fluorescence; active compounds read low. B-score at 10 µM. 340,000 tested, 0.84% active. AID 602410;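 active means B-score under library mean minus 4 SD, starting fluorescence ratio at most library mean plus 5 SD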;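 further: more negative B-score means stronger inhibition of thallium flux through KCNK3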
Target sequence (O14649 whole entry, looked up): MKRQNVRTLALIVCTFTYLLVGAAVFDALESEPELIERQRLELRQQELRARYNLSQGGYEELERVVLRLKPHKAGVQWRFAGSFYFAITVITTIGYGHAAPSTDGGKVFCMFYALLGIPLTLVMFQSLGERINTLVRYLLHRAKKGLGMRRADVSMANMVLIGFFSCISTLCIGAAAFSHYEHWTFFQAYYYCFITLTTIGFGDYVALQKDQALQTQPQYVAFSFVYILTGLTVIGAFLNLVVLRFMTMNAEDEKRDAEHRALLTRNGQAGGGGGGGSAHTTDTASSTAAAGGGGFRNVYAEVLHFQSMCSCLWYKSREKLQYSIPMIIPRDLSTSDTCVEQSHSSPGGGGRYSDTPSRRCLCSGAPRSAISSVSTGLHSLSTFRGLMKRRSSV
KCNK9 inh: inhibitors of human KCNK9 two-pore domain potassium channel; Q9NPC2; B-score at 10 µM; HEK293 KCNK9, FluxOR thallium flux fluorescence; active compounds read low; 310,000 tested, 1.2% active;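 active means ratio B-score over 3 SD below the library mean, with starting fluorescence within 5 SD of its mean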;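 further: negative B-score means less thallium flux so channel inhibition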
Target sequence (Q9NPC2 whole entry, looked up, the tested form may be a part): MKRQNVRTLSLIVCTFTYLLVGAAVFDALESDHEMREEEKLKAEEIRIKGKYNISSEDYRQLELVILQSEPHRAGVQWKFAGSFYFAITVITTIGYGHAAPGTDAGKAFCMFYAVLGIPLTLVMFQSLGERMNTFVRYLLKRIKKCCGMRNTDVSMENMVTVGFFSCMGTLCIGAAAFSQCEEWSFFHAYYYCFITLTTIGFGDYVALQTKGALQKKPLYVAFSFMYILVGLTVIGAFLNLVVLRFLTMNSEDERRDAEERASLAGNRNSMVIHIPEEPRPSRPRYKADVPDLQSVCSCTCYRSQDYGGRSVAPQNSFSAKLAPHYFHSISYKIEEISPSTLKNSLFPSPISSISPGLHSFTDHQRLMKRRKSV
RGS4 inh: inhibitors of human RGS4; P49798; HEK293 M3R/RGS4 inducible, Fluo-4 calcium flux; active compounds read high; triggered by carbachol at its EC20; B-score at 10 µM; 310,000 tested, 0.45% active;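 active means B-score, a plate-corrected calcium signal, over three deviations above library mean, with baseline fluorescence within five deviations of library mean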;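 further: RGS4 expression induced by doxycycline in cells with stable M3 receptor; B-score is computed from the integrated fluorescence ratio over baseline after carbachol; higher B-score means a larger calcium signal and so more RGS4 inhibition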
Target sequence (P49798 whole entry, looked up): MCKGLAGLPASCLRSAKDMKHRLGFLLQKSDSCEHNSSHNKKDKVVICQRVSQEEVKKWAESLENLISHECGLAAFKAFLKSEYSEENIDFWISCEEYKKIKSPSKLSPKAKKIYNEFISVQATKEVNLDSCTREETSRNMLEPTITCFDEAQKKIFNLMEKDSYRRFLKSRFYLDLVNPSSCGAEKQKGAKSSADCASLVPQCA
KCNQ1 pot: potentiates or activates the human KCNQ1 potassium channel; P51787; CHO-K1 KCNQ1, thallium flux FluxOR fluorescence; active compounds read high; B-score at 10 µM; 310,000 tested, 0.35% active; AID 2648;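 active means fluorescence ratio B-score, a plate-corrected score, at least three library SD, with initial intensity B-score within 5 SD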
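Doses: Single concentration per compound, DMSO matched to controls | Test system: KCNQ1-transfected CHO-K1 cells | Timing: 90 min dye loading and 20 min compound exposure, both at room temperature | Measured by: Kinetic FluxOR thallium fluorescence, 10-s 1-Hz baseline, 110-s post-stimulus read | Medium: Assay buffer with matched DMSO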
MrgX1 ag: activates human MrgX1 receptor signaling. AID 588627. B-score at 10 µM. 310,000 tested, 0.44% active. MrgX1-HEK293 cells, Fluo-4 calcium fluorescence, agonist mode; active compounds read high. Q96LB2;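 active means calcium response B-score plate-corrected fluorescence ratio at least 3 library SD, with starting fluorescence B-score inside 5 SD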
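Material – MrgX1-expressing HEK293 cells · Input – 15,000 cells seeded per well · Dosing – compound as first of three additions · Times – overnight seeding, then 1 h dark dye loading · Measured by – kinetic Fluo-4 NW fluorescence of intracellular calcium · Read-out – B-scored fluorescence response ratio · Benchmarks – positive and negative control wells on each plate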
TMEM16A act: activators or potentiators of mouse TMEM16A chloride channel; Q8BHY3; HEK293 TMEM16A/YFP-H148Q/I152L, iodide quench fluorescence; active compounds read low; B-score at 10 µM; 340,000 tested, 0.3% active; AID 623877;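 active means fluorescence-ratio B-score plate-corrected deviation score at least 3 library SD below zero, with starting fluorescence score within 5 deviations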;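 further: channel opened by trigger with iodide after compound preincubation; score built on the fluorescence ratio of max minus min over baseline; more negative score means more quench and so TMEM16A activation or potentiation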
TMEM16A inh: mouse TMEM16A channel inhibition, primary screen; 310,000 tested, 1.2% active; HEK293 TMEM16A/YFP iodide influx fluorescence, ionomycin; normalized B-score (activity score, 25-100; higher = stronger inhibition) at 10 µM; Q8BHY3;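 active means ratio plate-corrected score three or more library SD toward inhibition, starting fluorescence score within five deviations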;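 further: score derived from kinetic fluorescence span divided by baseline fluorescence per well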
hERG rescue: compounds protecting human hERG from proarrhythmic drug block; Q12809; CHO-hERG, FluxOR thallium flux, dofetilide IC70 present; activation (rescue from dofetilide block), less the hit threshold, % at 10 µM; 310,000 tested, 0.51% active;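 active means activation above the mean of controls blocked by dofetilide plus 5 SD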;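 further: thallium influx through hERG after potassium depolarization seen as dye fluorescence rise; in these data hits start at about 4.7%; inactives centre near -7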
RGS4 act: potentiators or activators of RGS4; 310,000 tested, 0.92% active; HEK293 M3R/inducible RGS4, carbachol calcium flux Fluo4; active compounds read low; B-score at 10 µM;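 active means B-score of the integrated calcium signal more than 4 SD below the library mean, with starting fluorescence not abnormally high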;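 further: negative B-score means reduced calcium response which marks RGS4 activation or potentiation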
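Material: Inducible-RGS4 HEK293 cells carrying M3 receptor; also added: carbachol at ECmax as muscarinic agonist stimulus; incubation: compound preincubation 20 min at room temperature before agonist; signal: Fluo4-AM (2 µM) calcium-flux fluorescence, kinetic read; measure: integrated calcium ratio converted to B score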
MrgX1 PAM: allosterically activates human MrgX1 receptor signaling. MrgX1-HEK293, Fluo-4 calcium flux, FDSS; active compounds read high. B-score at 10 µM. 310,000 tested, 0.63% active;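 active means plate-corrected calcium response at least 3 library SD above typical, normal starting fluorescence, not activating the receptor alone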;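 further: compound read alongside a low EC10 to EC30 dose of BAM8-22 agonist; peak minus trough fluorescence over baseline measured at the second addition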
An asterisk follows results filed as active. Rows were taken by chance, and some 6.3% of all compounds hit somewhere here.

Cc1ccc(NC(=O)CCNS(=O)(=O)c2ccc3c(c2)oc(=O)n3C)cc1C was read as KCNQ1 block inactive, KCNK3 inh inactive, KCNK9 inh inactive, RGS4 inh inactive, KCNQ1 pot inactive, MrgX1 ag inactive, TMEM16A act inactive, TMEM16A inh inactive, hERG rescue -11.7, RGS4 act inactive and MrgX1 PAM inactive.
Screening CCOc1ccc(NC(=O)c2cccc(OC(=S)N3CCOCC3)c2)cc1 returned KCNQ1 block inactive, KCNK3 inh inactive, KCNK9 inh inactive, RGS4 inh inactive, KCNQ1 pot inactive, MrgX1 ag inactive, TMEM16A act inactive, TMEM16A inh inactive, hERG rescue -6.3, RGS4 act inactive and MrgX1 PAM inactive.
`CCOc1ccc(/C=N/n2cc(-c3ccccc3)[nH]c2=S)cc1` gave KCNQ1 block inactive, KCNK3 inh inactive, KCNK9 inh inactive, RGS4 inh inactive, KCNQ1 pot inactive, MrgX1 ag inactive, TMEM16A act inactive, TMEM16A inh inactive, hERG rescue -10.1, RGS4 act inactive and MrgX1 PAM inactive.
Cc1c(C(=O)O)sc2nc(CSc3ncc(C(F)(F)F)cc3Cl)[nH]c(=O)c12 was read as KCNQ1 block inactive, KCNK3 inh inactive, KCNK9 inh inactive, RGS4 inh inactive, KCNQ1 pot inactive, MrgX1 ag inactive, TMEM16A act inactive, TMEM16A inh inactive, hERG rescue -9.9, RGS4 act inactive and MrgX1 PAM inactive.
O=C(NC1CCCCC1)c1cccnc1Sc1ccccc1Cl was read as KCNQ1 block inactive, KCNK3 inh inactive, KCNK9 inh inactive, RGS4 inh inactive, KCNQ1 pot inactive, MrgX1 ag inactive, TMEM16A act inactive, TMEM16A inh inactive, hERG rescue -6.3, RGS4 act inactive and MrgX1 PAM inactive.
`O=C(Nc1cccnc1)Nc1ccccn1` gave KCNQ1 block inactive, KCNK3 inh inactive, KCNK9 inh inactive, RGS4 inh inactive, KCNQ1 pot inactive, MrgX1 ag inactive, TMEM16A act -6.4*, TMEM16A inh inactive, hERG rescue -3.8, RGS4 act inactive and MrgX1 PAM inactive.
For NC(=O)c1ccc(SCC(=O)OCC(=O)N2CCN(C(=O)c3ccco3)CC2)c([N+](=O)[O-])c1 the results were KCNQ1 block inactive, KCNK3 inh inactive, KCNK9 inh inactive, RGS4 inh inactive, KCNQ1 pot inactive, MrgX1 ag inactive, TMEM16A act inactive, TMEM16A inh inactive, hERG rescue -2.9, RGS4 act inactive and MrgX1 PAM inactive.
`COc1ccc(C)cc1NC(=O)C1CCN(S(C)(=O)=O)CC1` gave KCNQ1 block inactive, KCNK3 inh inactive, KCNK9 inh inactive, RGS4 inh inactive, KCNQ1 pot inactive, MrgX1 ag inactive, TMEM16A act inactive, TMEM16A inh inactive, hERG rescue -8.7, RGS4 act inactive and MrgX1 PAM inactive.
For COC(=O)c1cc(C(=O)Nc2cc(C)on2)cc([N+](=O)[O-])c1 the results were KCNQ1 block inactive, KCNK3 inh inactive, KCNK9 inh inactive, RGS4 inh inactive, KCNQ1 pot inactive, MrgX1 ag inactive, TMEM16A act inactive, TMEM16A inh inactive, hERG rescue -5.8, RGS4 act inactive and MrgX1 PAM inactive.
Cc1ccc(OCCC(=O)OC(C)C(=O)Nc2ccc(Cl)cn2)cc1 (stereo not drawn) was read as KCNQ1 block inactive, KCNK3 inh inactive, KCNK9 inh inactive, RGS4 inh inactive, KCNQ1 pot inactive, MrgX1 ag inactive, TMEM16A act inactive, TMEM16A inh inactive, hERG rescue -5.9, RGS4 act inactive and MrgX1 PAM inactive.
Screening CCc1ccc(CN(C)CC(O)COc2cccc3ccccc23)cc1 (stereo not drawn) returned KCNQ1 block inactive, KCNK3 inh inactive, KCNK9 inh inactive, RGS4 inh inactive, KCNQ1 pot inactive, MrgX1 ag inactive, TMEM16A act inactive, TMEM16A inh inactive, hERG rescue -15.4, RGS4 act inactive and MrgX1 PAM inactive.
COc1ccc(Nc2cc3n(c(=O)n2)CCc2cc(OC)c(OC)cc2-3)c(C)c1 was read as KCNQ1 block inactive, KCNK3 inh inactive, KCNK9 inh inactive, RGS4 inh inactive, KCNQ1 pot inactive, MrgX1 ag inactive, TMEM16A act inactive, TMEM16A inh inactive, hERG rescue -3.4, RGS4 act inactive and MrgX1 PAM inactive.
COc1ccc2c(C)cc(SCC(=O)Nc3nsc(-c4ccc(C)cc4)n3)nc2c1 was read as KCNQ1 block inactive, KCNK3 inh inactive, KCNK9 inh -13.7*, RGS4 inh inactive, KCNQ1 pot inactive, MrgX1 ag inactive, TMEM16A act inactive, TMEM16A inh inactive, hERG rescue -21.5, RGS4 act inactive and MrgX1 PAM inactive.
[O-][n+]1c(/C=C/c2ccccc2)ccc2ccccc21 was read as KCNQ1 block inactive, KCNK3 inh inactive, KCNK9 inh inactive, RGS4 inh inactive, KCNQ1 pot inactive, MrgX1 ag inactive, TMEM16A act inactive, TMEM16A inh inactive, hERG rescue -7.3, RGS4 act inactive and MrgX1 PAM inactive.
Screening CCNc1oc(/C=C/c2ccc(OCC)cc2)nc1C#N returned KCNQ1 block inactive, KCNK3 inh inactive, KCNK9 inh inactive, RGS4 inh inactive, KCNQ1 pot inactive, MrgX1 ag inactive, TMEM16A act inactive, TMEM16A inh inactive, hERG rescue -8.5, RGS4 act inactive and MrgX1 PAM inactive.
Screening Cc1cccnc1CN1CCN(C(=O)c2cc(COc3ccc4ncccc4c3)on2)CC1 returned KCNQ1 block inactive, KCNK3 inh inactive, KCNK9 inh inactive, RGS4 inh inactive, KCNQ1 pot inactive, MrgX1 ag inactive, TMEM16A act inactive, TMEM16A inh 25*, hERG rescue -17.0, RGS4 act inactive and MrgX1 PAM inactive.
For O=C(COC(=O)c1n[nH]c2ccccc12)Nc1cccc(S(=O)(=O)N2CCOCC2)c1 the results were KCNQ1 block inactive, KCNK3 inh inactive, KCNK9 inh inactive, RGS4 inh inactive, KCNQ1 pot inactive, TMEM16A act inactive, hERG rescue -12.1 and RGS4 act inactive.
Screening CCc1cc(=O)oc2cc(C)cc(OC(C)C(=O)NCCCn3ccnc3)c12 (stereo not drawn) returned KCNQ1 block inactive, KCNK3 inh inactive, KCNK9 inh inactive, RGS4 inh inactive, KCNQ1 pot inactive, MrgX1 ag inactive, TMEM16A act inactive, TMEM16A inh inactive, hERG rescue -7.0, RGS4 act inactive and MrgX1 PAM inactive.
For Cc1ccc(NC(=O)CSc2nnc(N)s2)cc1S(=O)(=O)N1CCOCC1 the results were KCNQ1 block inactive, KCNK3 inh inactive, KCNK9 inh inactive, RGS4 inh inactive, KCNQ1 pot inactive, MrgX1 ag inactive, TMEM16A act inactive, TMEM16A inh inactive, hERG rescue -15.5, RGS4 act inactive and MrgX1 PAM inactive.
Screening O=C(Cn1nc(C(F)F)cc1C1CC1)NCCC1=CCCCC1 returned KCNQ1 block inactive, KCNK3 inh inactive, KCNK9 inh inactive, RGS4 inh inactive, KCNQ1 pot inactive, MrgX1 ag inactive, TMEM16A act inactive, TMEM16A inh inactive, hERG rescue -2.3, RGS4 act inactive and MrgX1 PAM inactive.
For CC(C)(C)OC(=O)CNC(=O)c1nc[nH]c1C(=O)N1CCN(c2ccccc2)CC1 the results were KCNQ1 block inactive, KCNK3 inh inactive, KCNK9 inh inactive, RGS4 inh inactive, KCNQ1 pot inactive, MrgX1 ag inactive, TMEM16A act inactive, TMEM16A inh inactive, hERG rescue -8.4, RGS4 act inactive and MrgX1 PAM inactive.
For O=C(CSc1nc2ncc(Cl)cc2[nH]1)N(Cc1ccccc1)C1CCS(=O)(=O)C1 (stereo not drawn) the results were KCNQ1 block inactive, KCNK3 inh inactive, KCNK9 inh inactive, RGS4 inh inactive, KCNQ1 pot inactive, MrgX1 ag inactive, TMEM16A act inactive, TMEM16A inh inactive, hERG rescue -14.0, RGS4 act inactive and MrgX1 PAM inactive.
For CC1c2[nH]c3ccccc3c2C[C@H]2C(=O)N(CCO)CC(=O)N12 (stereo partly drawn) the results were KCNQ1 block inactive, KCNK3 inh inactive, KCNK9 inh inactive, RGS4 inh inactive, KCNQ1 pot inactive, MrgX1 ag inactive, TMEM16A inh inactive, hERG rescue 0.0, RGS4 act inactive and MrgX1 PAM inactive.
For O=S(=O)(Nc1cccc2cccnc12)c1ccccc1 the results were KCNQ1 block inactive, KCNK3 inh inactive, KCNK9 inh inactive, RGS4 inh inactive, KCNQ1 pot inactive, MrgX1 ag inactive, TMEM16A act inactive, TMEM16A inh inactive, hERG rescue -3.3, RGS4 act inactive and MrgX1 PAM inactive.
Screening COc1ccc(C(C)=O)cc1COC(=O)c1ccc(OCc2c(C)noc2C)cc1 returned KCNQ1 block inactive, KCNK3 inh inactive, KCNK9 inh inactive, RGS4 inh inactive, KCNQ1 pot inactive, MrgX1 ag inactive, TMEM16A act inactive, TMEM16A inh inactive, hERG rescue -4.5, RGS4 act inactive and MrgX1 PAM inactive.
CCOC(=O)C(=Cc1cn(C)c2ccc(S(=O)(=O)N(C)C)cc12)C(=O)OCC was read as KCNQ1 block inactive, KCNK3 inh inactive, KCNK9 inh inactive, RGS4 inh inactive, KCNQ1 pot inactive, MrgX1 ag inactive, TMEM16A act inactive, TMEM16A inh inactive, hERG rescue -11.9, RGS4 act inactive and MrgX1 PAM inactive.
`CCOC(=O)c1ccc(NC2c3ccccc3C(=O)N2c2ccccn2)cc1` (stereo not drawn) gave KCNQ1 block inactive, KCNK3 inh inactive, KCNK9 inh inactive, RGS4 inh inactive, KCNQ1 pot inactive, MrgX1 ag inactive, TMEM16A act inactive, TMEM16A inh inactive, hERG rescue -7.9, RGS4 act inactive and MrgX1 PAM inactive.
For COc1cccc(-c2coc3c(C)c4oc(=O)c(CCC(=O)O)c(C)c4cc23)c1 the results were KCNQ1 block inactive, KCNK3 inh inactive, KCNK9 inh inactive, RGS4 inh inactive, KCNQ1 pot inactive, MrgX1 ag inactive, TMEM16A act inactive, TMEM16A inh 100*, hERG rescue -10.0, RGS4 act inactive and MrgX1 PAM inactive.
